From PubChem BioAssay
Hsp90 inh: tumor Hsp90 inhibitors, primary screen, cell lysate, fluorescence polarization, NCI-N417 lysate | Heat shock protein HSP 90-alpha (Homo sapiens), P07900 | Cy3B-geldanamycin FP displacement | inhibition, % at 30 µM | actives 0.35% (n = 64,000) | AID 429, 2006;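 active = inhibition above 50%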;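 also: 0% = tracer plus lysate wells and 100% = tracer alone without lysate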
MKP-1 inh: MKP-1 phosphatase inhibitors, primary screen, biochemical, in vitro. actives 0.15% (n = 65,000). inhibition, %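 (compounds tested at a single concentration somewhere between 10 and 100 µM)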. Dual specificity protein phosphatase 1 (Homo sapiens), P28562. recombinant MKP-1, OMFP hydrolysis fluorescence;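 active = inhibition above about 50%, limit read from the data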;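 also: 0% = DMSO max control wells and 100% = wells with enzyme stopped by NaOH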
Target sequence (P28562 whole entry, looked up): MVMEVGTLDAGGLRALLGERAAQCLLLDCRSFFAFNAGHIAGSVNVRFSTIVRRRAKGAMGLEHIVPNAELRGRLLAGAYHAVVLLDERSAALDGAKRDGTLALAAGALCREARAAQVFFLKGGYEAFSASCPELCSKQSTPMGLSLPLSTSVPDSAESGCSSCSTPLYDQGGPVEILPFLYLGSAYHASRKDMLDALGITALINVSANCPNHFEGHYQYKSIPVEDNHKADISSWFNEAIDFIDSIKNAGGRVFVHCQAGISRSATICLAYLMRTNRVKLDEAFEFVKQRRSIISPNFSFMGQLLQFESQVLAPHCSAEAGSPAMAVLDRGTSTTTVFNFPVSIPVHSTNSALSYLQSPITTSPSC
MMP-13 inhibitor: human MMP13 inhibitors, primary screen, biochemical, FRET peptide cleavage | Collagenase 3 (Homo sapiens), P45452 | MMP-13 fTHP FRET cleavage, Mca fluorescence | actives 0.07% (n = 65,000) | inhibition, % at 4 µM;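 active = inhibition above the mean of compound-free control plate wells plus 3 SD, cut at about 14% in these data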;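 also: 0% = DMSO wells and 100% = wells with reference MMP-13 inhibitor after basal subtraction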
AP complement: alternative complement pathway inhibitors, primary screen, biochemical, ELISA, human serum, orthogonally pooled compounds; LPS-coated ELISA, C3 deposition; tested in compound mixtures; inhibition, % at 5 µM; actives 0.08% (n = 62,000); AID 1235, 2008;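 active = inhibition above 30% in each of the two pooled mixtures holding the compound, so the lower value exceeds 30%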;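 also: 0% = serum in Mg-EGTA without compound and 100% = EDTA serum blank; some compounds past the cut are filed as inactive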
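Assay system: human serum alternative complement pathway, C3 deposition on LPS-coated wells; Dosing: 5 µM per compound in ten-compound mixtures; Detection: Anti-C3 ELISA, OD 450 nm; Buffer or medium: Mg2+-EGTA GVB++ buffer containing human serum at 1:15 dilution; Timing: 1 h at 37 °C; Replication: two different pools per compound.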
FXIa inh mix: FXIa protease inhibitors in compound pools, primary screen, biochemical, 10-compound mixtures | Coagulation factor XI (Homo sapiens), P03951 | purified FXIa, fluorogenic substrate, pooled mixtures | inhibition, % at 5 µM | actives 0.19% (n = 62,000) | AID 680, 2007;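 also: each value is inhibition by a whole ten-compound pool holding the compound; 0% = enzyme with no mixture and 100% = wells lacking enzyme; strong numbers were not always called active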
Abs 340nm: compound light absorbance at 340 nm, profiling panel, artefact control, biochemical, MLSMR library, data from PS, PMK, MK assays; compound absorbance at 340 nm, fold over control; fold change at 10 µM; 65,000 tested, under 10 active; AID 708, 2007;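 active = at 10 µM dose, initial 340 nm absorbance at least 2 fold that of control wells; inactive = change under 2 fold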;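 also: initial absorbance extrapolated from kinetic A340 decline of NADH oxidation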
FXIIa mix inh: human factor XIIa inhibitors, primary screen, biochemical, pooled compound mixtures, fluorogenic substrate | purified FXIIa | Coagulation factor XII (Homo sapiens), P00748 | actives 0.2% (n = 62,000) | inhibition, % at 5 µM;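 also: 0% = enzyme without compound and 100% = no enzyme blank; some results filed as inactive read as strong as hits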
JNK3 blocker: JNK3 kinase activity inhibitors, primary screen, biochemical, human, purified enzyme; Mitogen-activated protein kinase 10 (Homo sapiens), P53779; HTS; inhibition, % at 8 µM; actives 0.61% (n = 60,000); AID 746, 2007; in the data active = inhibition above about 17%;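 also: 0% = DMSO and 100% = reference inhibitor; many of its hits are not listed in these tables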
Cdc25B block: inhibitors of Cdc25B phosphatase catalytic domain, primary screen, biochemical, OMFP fluorescence; actives 0.1% (n = 65,000); inhibition, %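 (compounds tested at 10 µM final in the well)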; recombinant Cdc25B, OMFP fluorescence Ex485/Em525; in the data active = inhibition above about 50%
Target sequence (P30305 whole entry, looked up, the tested form may be a part): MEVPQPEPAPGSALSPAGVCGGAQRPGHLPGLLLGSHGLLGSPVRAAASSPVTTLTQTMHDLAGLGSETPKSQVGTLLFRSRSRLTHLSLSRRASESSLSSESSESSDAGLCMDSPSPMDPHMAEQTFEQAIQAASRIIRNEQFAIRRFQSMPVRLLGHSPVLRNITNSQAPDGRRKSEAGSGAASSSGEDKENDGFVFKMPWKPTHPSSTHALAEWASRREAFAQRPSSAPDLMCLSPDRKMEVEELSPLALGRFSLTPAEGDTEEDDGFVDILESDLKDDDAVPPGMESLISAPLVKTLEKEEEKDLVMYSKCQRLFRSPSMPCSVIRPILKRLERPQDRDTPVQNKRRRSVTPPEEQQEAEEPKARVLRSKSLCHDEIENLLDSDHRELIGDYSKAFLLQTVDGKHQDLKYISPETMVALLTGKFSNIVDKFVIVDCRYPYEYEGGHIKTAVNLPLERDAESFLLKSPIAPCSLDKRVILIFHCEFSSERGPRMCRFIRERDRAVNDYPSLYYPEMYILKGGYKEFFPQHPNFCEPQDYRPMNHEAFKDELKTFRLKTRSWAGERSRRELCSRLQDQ
An asterisk follows results filed as active; nt = no result given; & = joins results of further samples; [ ] = dose if it differs, or a comment. Rule as the data show it, unless noted: active = inhibition above about 20% (passing the limit was not always enough); inactive = the rest. Compounds as they come, and some 1.5% of all compounds hit somewhere here.

Compound,Hsp90 inh,MKP-1 inh,MMP-13 inhibitor,AP complement,FXIa inh mix,Abs 340nm,FXIIa mix inh,JNK3 blocker,Cdc25B block
CCOC(=O)c1[nH]c(C)c(C(=O)NC)c1C,-6,3,0,4,2,0.97,6,6,-6
CCCOc1ccc(CSC(CC(=O)O)C(=O)O)cc1 (stereo not given),3,-12,-7,nt,nt,1,nt,-1,-27
COc1ccccc1N=c1oc2c(OC)cccc2cc1C(=O)NCc1ccco1,3,15,4,11,6,1,-11,4,-1
CC(=O)Oc1ccc2occ(C(=O)c3cccs3)c2c1,0,0,2,8,2,1,-10,5,4
CC(=O)Oc1ccc(CCC(C)OC(C)=O)cc1 (stereo not given),-2,-1,4,12,6,1,-11,-6,-7
CC1(C)OC(=O)C(=CNn2cnc3ccccc3c2=O)C(=O)O1,-1,14,4,3,6,1.1,6,3,-10
CC(=O)N(c1ccc2oc(=O)sc2c1)S(=O)(=O)c1cccs1,35,7,7,9,14,0.99,9,-1,5
COc1ccc(Cl)cc1N(C)C(=O)CCNC(=O)Cn1cnc2ccccc2c1=O,-2,10,6,3,-8,1,0,6,-4
CCN(CC)C(=O)c1ccc(O)c(OC)c1,0&-2,3,2,-10,-5,0.95,11,0,-16
Fc1ccc(Cn2nnnc2CN2CCc3ccccc3C2)cc1,-2,10,10,8,6,1,11,3,-17
COc1cc(C)c(N)cc1C(C)C,3,-6,-3,6,0,0.97,9,1,-4
Cc1ccnc(NC(=O)CCc2c(C)nc3ncnn3c2C)c1,-2,-9,5,16,6,1,1,-11,-16
COc1cc(S(=O)(=O)NC2CCCC2)ccc1Cl,-6,5,5,3,-1,1,3,7,-5
Cc1cccc(OCc2nnc(SCC(=O)Nc3sc(C)c(C)c3C#N)n2C)c1,-1,0,-3,14,11,1,12,-6,-7
COc1ccc(CN(C(=O)c2oc3ccccc3c2C)C2CCS(=O)(=O)C2)cc1 (stereo not given),-5,14,-3,-6,2,0.98,3,-1,2
O=C1CCCc2c1cc(C(=O)Nc1ccc(Cl)cn1)c(=O)n2-c1ccccc1,11,36,0,7,4,1.1,-16,-6,-1
CCN(CC)c1nc(C#N)nc(N(CC)CC)n1,1,-23,2,5,4,0.98,12,4,0
O=C1c2ccccc2C(Nc2cccc(C(F)(F)F)c2)N1Cc1ccco1 (stereo not given),0,8,3,2,-14,1,-15,0,11
COCCn1c(C)cc(C(=O)COC(=O)CCN2C(=O)c3ccccc3C2=O)c1C,-4,19,-5,11,5,1,7,0,6
OCc1cc(CO)c(O)c(CCc2ccccc2)n1,0,-27,-18,-8,0,1.1,-13,nt,-12
c1ccc(-c2nnc(N3CCOCC3)nc2-c2ccccc2)cc1,1,-8,-4,3,nt,1,nt,-1,-9
CCC(Sc1ncnc2c1nnn2-c1ccc(F)cc1)C(=O)OC (stereo not given),-4,3,-3,12,-2,1,1,5,-15
O=C(CCSCCC(=O)N1CCCC1)N1CCCC1,1,4,2,-1,3,1,2,-1,-3
Cn1cnnc1SCC(=O)N1c2ccccc2-c2c(ssc2=S)C1(C)C,-4,14,-3,13,11,1,10,-4,-5
CC(=O)NCCN=Cc1sc2ccccc2c1O,nt,0,3,20,8,1.1,10,nt,-13

A portion from further up, as a working copy:
Compound,Hsp90 inh,MKP-1 inh,MMP-13 inhibitor,AP complement,FXIa inh mix,Abs 340nm,FXIIa mix inh,JNK3 blocker,Cdc25B block
Cn1cnnc1SCC(=O)N1c2ccccc2-c2c(ssc2=S)C1(C)C,-4,14,-3,13,11,1,10,-4,-5
CC(=O)NCCN=Cc1sc2ccccc2c1O,nt,0,3,20,8,1.1,10,nt,-13

Additional compounds follow.
Compound,Hsp90 inh,MKP-1 inh,MMP-13 inhibitor,AP complement,FXIa inh mix,Abs 340nm,FXIIa mix inh,JNK3 blocker,Cdc25B block
CN1CCN(CCC(=O)Nc2ccc(OCc3ccccc3)cc2)CC1,-1,-1,4,8,7,1,5,-7,12
CCOC(=O)c1sc2nc3n(c(=O)c2c1C)CCCCC3,-5,1,-1,10,7,1.1,10,-5,-3
Brc1ccc(-c2nnc(-c3ccc4c(c3)OCO4)o2)o1,-2,4,-12,-9,0,1.1,6,-4,-8
CCOC(=O)c1c(NC(=O)COC)sc(C(C)=O)c1C,-9,10,-2,6,3,1.1,16,4,1
COc1cccc(CNC(=O)C2CCN(S(=O)(=O)c3ccc4c(c3)CCC(=O)N4)CC2)c1,-3,2,3,2,9,1,5,0,-7
O=S(=O)(c1ccc(NC2CCCc3ccccc32)nc1)N1CCOCC1 (stereo not given),0,12,-8,0,-1,1,5,-3,4
CCc1ccc(NC(=O)C(C)Nc2ccc(S(=O)(=O)NC(C)=O)cc2)cc1 (stereo not given),2,3,4,-1,5,0.99,8,-5,4
Cc1cc(C)n(C(=O)c2ccc(S(=O)(=O)NCC3CCCO3)cc2)n1 (stereo not given),-12,-3,-5,12,10,1,3,-2,-1
CC(C)Cc1nc(N2CCN(C(=O)C(C)C)CC2)c(C#N)c2c1CCC2,-2,-15,-61[fluorescence artefact?],nt,nt,1,nt,3,18
c1ccc2c(c1)CC(N1CCCCC1)c1ccccc1N2 (stereo not given),-3,-4,3,-5,-2,0.99,2,-18,-2
COc1ccc(S(=O)(=O)Cc2ccc(C(=O)N3CCN(C(=O)c4ccco4)CC3)o2)cc1,-2,14,4,19,7,1,1,-4,-8
COc1ccccc1C(c1nnnn1CS(=O)(=O)c1ccc(C)cc1)N1CCSCC1 (stereo not given),-4,-14,-2,-1,-1,0.98,-6,-5,1
Cc1nc2nc(COc3ccccc3)[nH]n2c(=O)c1Cc1ccccc1,3,-9,1,0,6,1.1,9,-1,-9
CCOC(=O)c1c(N)c(C#N)cn1-c1ccccc1,-16,-2,-7,9,1,0.99,7,4,-4
Cc1nc2ccccc2c2oc(C(=O)NCCN3CCCCC3C)cc12 (stereo not given),-2,-6,-16,3,2,0.99,-18,-2,-10
Cc1nc2ncnn2c(Nc2ccc3c(c2)OCO3)c1Cc1ccccc1,0,8,2,30,-14,1.1,5,0,-17
Cc1ccc(S(=O)(=O)c2cc3c(=O)n4cc(C)ccc4nc3n(CC3CCCO3)c2=N)cc1 (stereo not given),-10,1,-22,3,3,1.1,7,1,6
CCOc1cc2[nH]c(=S)n(CCCN3CCCC3=O)c(=O)c2cc1OCC,-1,28,2,14,11,1.1,-6,nt,-5
COC(=O)CN1C(=O)CC(C)(C)Sc2ccccc21,-2,-5,-4,13,6,1,-4,2,-33
Nc1ccc(-c2cnc(-c3ccc(N)cc3)nc2)cc1,-1,-4,-11,-4,4,1.1,-18,-7,-10
Cc1nc2oc3c(NCc4ccccc4)ncnc3c2c2c1COC(C)(C)C2,-1,-6,-108[fluorescence artefact?],11,-8,1,-3,2,9
Cc1ccc(-c2nc(NC(=O)CSc3nnnn3-c3ccccc3)ns2)cc1,0,5,2,-5,3,0.99,-7,7,-1
Cc1c(Cl)cccc1N1C(=O)CC(N(O)c2ccccc2)C1=O (stereo not given),37,-12,-3,18,10,1,12,4,1
COc1ccc(C(=O)Nc2cccc(N(C)S(C)(=O)=O)c2)cc1OC,-3,11,3,23,10,1.1,4,-9,-1
Cc1cc(C)n(-c2nc3ccccc3c(=O)n2OCC(=O)Nc2c(C)cccc2C)n1,-3,-16,3,-5,5,1,-17,3,-12
COc1ccccc1N1CCN(C(=O)Cn2nnc(-c3cccs3)n2)CC1,-4,3,-1,4,-2,0.97,-17,4,-14
CCOC(=O)Cc1nnc(Nc2cccc(O)c2)c2ccccc12,-1,-6,0,-1,4,1,9,2,-3
Cn1c(SCC(=O)N2CCOCC2)nc2cccnc21,1,-10,2,1,3,0.99,0,5,-22
COC(=O)c1sccc1NC(=O)c1ccc2c(c1)OCO2,nt,7,nt,19,4,1.1,5,nt,-6
CCCCCCn1c(N2CCC(C)CC2)nc2c1c(=O)[nH]c(=O)n2C,6,25,1,16,-3,1,-17,3,4
O=C(C1CCN(S(=O)(=O)c2ccc(Br)s2)CC1)N1CCc2ccccc21,-8,2,4,14,8,1,3,nt,3
Cc1cc(Nc2ccc(F)cc2Cl)n2nc(C)nc2n1,1,-6,3,26,2,1,2,-4,2
Cc1cc(C)n(-c2ccc(C(=O)OCC(=O)Nc3ccc(S(=O)(=O)N4CCOCC4)cc3)cc2)n1,-4,20,-8,-16,1,1,-15,-1,-7
Cc1ccnc(NC(=O)C2CCCN(S(=O)(=O)c3cnc[nH]3)C2)c1 (stereo not given),-1,2,0,9,-6,0.97,10,9,-7
COc1ccc(-c2nc3c(n2O)CCC/C3=N\O)cc1,9,8,nt,7,6,1,-20,nt,-8
CC(=O)NCC(=O)NC(C(=O)Nc1ccc2c(c1)OCCO2)c1ccc(C)cc1 (stereo not given),-2,8,4,8,7,1,0,1,-17
Cc1nnc(SCC(=O)c2c(N)n(C)c(=O)n(C)c2=O)n1Cc1ccccc1,-2,25,-8,22,7,0.98,5,-6,-13
O=C1NC(c2cccnc2)C(C(=O)c2cccs2)C(O)(C(F)(F)F)N1 (stereo not given),0,3,-1,-19,5,0.99,3,5,-5
OC(CNCc1ccco1)Cn1c2ccccc2c2ccccc21 (stereo not given),0,-7,2,21,6,1,3,-1,3
Cc1ccc2[nH]c(=O)c(CNC(C)C)cc2c1,-5,-15,-8,10,8,1,8,-6,3
O=C(c1ccccc1)c1cccn1CC(=O)N1CCCCCC1,0,15,-1,15,7,1,-17,5,3
COc1ccc(CN(C(=O)CSc2nnc(-c3ccccc3F)o2)c2ccc(F)cc2)cc1,-1,10,-2,5,-11,0.98,9,6,-13
CC1(C)CC(=O)C2=C(C1)Oc1ncn(CCO)c(=N)c1C2c1ccccc1 (stereo not given),0,-33,-1,18,5,1.1,5,2,-7
COCCCNC(=O)CCN1C(=O)COc2ccccc21,-1,19,2,0,4,1,9,0,1
Cn1c(=O)cc(OCCCC(=O)NCCN2CCN(c3ccccc3F)CC2)c2ccccc21,-2,4,2,2,-11,1,-14,3,0
CCOC(=O)N1CCC(NC(=O)CCC(=O)N2CCOc3ccc(C)cc32)CC1,2,26,0,-1,-3,1,-19,-1,28
CCOC(=O)c1c(C)[nH]c(C(=O)COC(=O)c2ccc(F)c(S(=O)(=O)N3CCOCC3)c2)c1C,-2,17,-9,8,2,0.99,-18,-4,-27
CC(=O)Nc1ccc(S(=O)(=O)n2nc(C)cc2C)cc1,-1,-19,4,-8,0,0.97,4,-2,-5
COc1ccccc1NC(=O)Cc1noc(CN(C)Cc2cccs2)n1,-4,4,-8,2,10,0.99,2,-4,1
COC(=O)CSc1nc2ccc(NC(=O)CSc3nnnn3Cc3ccccc3)cc2s1,-5,15,5,5,2,1,0,-4,1
